# Screens as filed in PubChem BioAssay.
# Casp7 inh = caspase-7 (human) inhibition, allosteric or competitive; Potency, µM (titrated, usually from 57.5 µM), inactives show at the top dose activity change, negative = inhibition, most hits filed as inhibitors; AID 889; recombinant caspase-7, Ac-DEVD-AFC fluorescence rate; 0.02% of 75,000 active; active means well fitted inhibition curve with a large enough effect in the main read-out, with a control signal flat, not every such curve was filed as active; inconclusive means small, poorly fitted or top-dose-only effect, or a change in a side signal; further: potency means the concentration at half of the fitted maximal effect; % of control where 0% means no effect
# Target sequence (P55210 24-198 limits assumed): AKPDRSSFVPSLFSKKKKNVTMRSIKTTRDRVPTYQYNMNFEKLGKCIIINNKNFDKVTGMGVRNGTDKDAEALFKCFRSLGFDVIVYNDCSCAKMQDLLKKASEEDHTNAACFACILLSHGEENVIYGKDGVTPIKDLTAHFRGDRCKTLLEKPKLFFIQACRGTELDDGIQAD
# Target sequence (P55210 207-303 limits assumed): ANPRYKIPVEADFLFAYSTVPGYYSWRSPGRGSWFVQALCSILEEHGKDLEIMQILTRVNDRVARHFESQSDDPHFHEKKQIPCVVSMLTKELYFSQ
# A350 fluor = A350 region autofluorescence; Compound autofluorescence, 340/450 nm, Alexa 350 dye-equivalents; stronger effect = higher value; max dye-equivalent concentration, M; 11% of 59,000 active; AID 590; in the data active means max dye-equivalent concentration above about 10 nM; inconclusive means mostly about 1.1 nM to 9.6 nM
# Fluorescein autfl = compound fluoresces in the fluorescein spectral region | Compound autofluorescence, 480/540 nm, fluorescein-equivalent; stronger effect = higher value | max fluorescein-equivalent concentration, M | 0.91% of 59,000 active; in the data active means max fluorescein-equivalent concentration above about 10 nM; inconclusive means between about 1.1 nM and that limit
#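 Tris 100 mM pH 8.0; 15 min RT; CCD read, ex 480/em 540 nm. Output: fluorescein-equivalent concentration per compound concentration, from six-point dye series on each plate.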
# USP2a inh = inhibitors of human ubiquitin-specific protease USP2a. O75604. USP2a enzymatic assay, qHTS inhibition. Potency, µM (titrated, usually from 38.3 µM), for inactives: top-dose activity change, negative = inhibition, actives largely listed as inhibitors. 0.1% of 60,000 active. AID 927;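 further: potency means the concentration at half of the fitted maximal effect; nearly all actives have a fitted effect of over 60% in size; plate controls were DMSO for no effect and NEM full inhibition control for full effect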
#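 Inhibition is measured in a cell-free coupled assay with 20 nM USP2 core, 20 nM Ub-PLA2 and 20 uM NBD C6-HPC, 2.5 h incubation. Activity normalized to NEM control.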
# Texas Red fluor = compound fluoresces in the Texas Red spectral region | Compound fluorescence, Texas Red channel, 547/618 nm; stronger effect = higher value | max dye-equivalent concentration, M | 0.06% of 59,000 active; in the data active means max dye-equivalent concentration above about 10 nM; inconclusive means between about 1.1 nM and that limit
#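 Spectral interference profiling: each compound concentration's relative fluorescence, read with a 547 nm excitation and 618 nm emission filter pair, was normalized to a per-plate Texas Red standard curve.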
# 4-MU autofl = compound fluoresces in the 4-MU spectral region | compound autofluorescence, 340/450 nm, 4-MU equivalents; stronger effect = higher value | max dye-equivalent concentration, M | 11% of 59,000 active | AID 589; in the data active means max dye-equivalent concentration above about 10 nM; inconclusive means mostly about 1.1 nM to 9.6 nM
#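 Intrinsic fluorescence at 340/450 nm (ex/em) was read after 15 min at room temperature in pH 8.0, 100 mM Tris. Each compound concentration expressed as 4-MU-equivalent concentration from a six-point 4-MU standard series on each plate.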
# BRCT PPI green = blocks human BRCA1 BRCT binding to phosphopeptide, green readout; P38398; BRCA1 BRCT-phosphopeptide binding, green fluorescence polarization; Potency, µM (highest dose often 76.9 µM), without a hit: at the top dose activity change, negative = inhibition, actives largely listed as inhibitors; 0.05% of 75,000 active; AID 875;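 further: potency means the concentration at half of the fitted maximal effect; plate controls were peptide without protein for full effect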
#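 Compounds were incubated for 12 min at room temperature with a complex of 100 nM fluorescein-tagged pBACH1 decapeptide and 250 nM His-tagged BRCT protein. Buffer was phosphate pH 7.3 with EDTA, DTT and Tween 20. Disruption of binding lowers the polarization signal.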
# HEK293 cAMP cs = counter-screen for TSHR agonists: cAMP increase in parental HEK293; Potency, µM (highest dose often 57.1 µM), inactives show at the highest dose activation, actives largely listed as activators; AID 938; parental HEK293 CNG cAMP sensor, membrane potential fluorescence; 2.5% of 73,000 active; further: potency means the concentration at half of the fitted maximal effect; % of control where 0% means no effect; nearly all actives have a fitted effect of over 55% in size
#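 Parental HEK 293 cells stably expressing a modified CNG channel (no TSHR) report cAMP rise as membrane depolarization. Membrane potential dye with 100 uM RO 20-1724 was loaded for 60 min at room temperature, then compound added for 30 min; fluorescence read at 590 nm.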
# Rhodamine autofl = compound autofluorescence in rhodamine spectral region; 0.05% of 59,000 active; Rhodamine-region fluorescence, 547/598 nm, Tris buffer; stronger effect = higher value; max dye-equivalent concentration, M; AID 594; in the data active means max dye-equivalent concentration above about 11 nM; inconclusive means between about 1.1 nM and that limit
#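 Intrinsic compound fluorescence, ex 547 / em 598 nm, CCD imager. Tris 100 mM pH 8.0; 15 min RT. Output = rhodamine dye-equivalent concentration at each compound concentration.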
# BRCT inh red = disrupts BRCA1 BRCT binding to phosphoprotein, red fluorophore readout; BRCT-phosphopeptide binding, red fluorescence polarization; 0.03% of 75,000 active; Potency, µM (highest dose often 76.9 µM), inactives show at the highest dose activity change, negative = inhibition, actives largely listed as inhibitors; P38398; further: on the % scale 0 is the no-effect control and ±100 the full control effect
#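 Fluorescence polarization: 100 nM His-tagged BRCA1 BRCT with 100 nM TAMRA-labelled phospho-BACH1 decapeptide, phosphate buffer pH 7.3 with 150 mM NaCl, DTT, 0.01% Tween 20; 12 min RT. Binding inhibition seen as FP decrease.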
# Caspase-1 inhib = blocks human caspase-1 allosterically or competitively. P29466. Caspase-1 enzyme, Ac-WEHD-AFC fluorogenic rate. Potency, µM (titrated, usually from 57.5 µM), inactives show at the highest dose activity change, negative = inhibition, most hits filed as inhibitors. 0.03% of 75,000 active. AID 900;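 further: potency means the concentration at half of the fitted maximal effect; plate controls were vehicle for no effect and no substrate for full effect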
# Target sequence (P29466 120-297 limits assumed): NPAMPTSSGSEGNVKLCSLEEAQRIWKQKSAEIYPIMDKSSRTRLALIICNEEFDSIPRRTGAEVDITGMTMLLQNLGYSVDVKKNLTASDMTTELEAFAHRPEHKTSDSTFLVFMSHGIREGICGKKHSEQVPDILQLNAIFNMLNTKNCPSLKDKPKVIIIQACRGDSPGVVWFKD
# Target sequence (P29466 317-404 limits assumed): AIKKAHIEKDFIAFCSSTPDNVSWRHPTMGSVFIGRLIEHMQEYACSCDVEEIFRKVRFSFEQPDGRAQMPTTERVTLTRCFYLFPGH
# Numbers without * were called inactive; i = inactive; ? = inconclusive; . = no result given; [ ] = dose if it differs, or a comment. Unless noted, the call rests on the fitted dose curve; in most records, active means well fitted curve in the direction sought with a large enough effect; inconclusive means small, poorly fitted or top-dose-only effect, or another doubt; inactive means no such curve, though single readings can be large; an effect the other way counts as inactive or inconclusive.
canonical_smiles,Casp7 inh,A350 fluor,Fluorescein autfl,USP2a inh,Texas Red fluor,4-MU autofl,BRCT PPI green,HEK293 cAMP cs,Rhodamine autofl,BRCT inh red,Caspase-1 inhib
CCCCOC(=O)n1c(=O)oc2ccccc21,1%,1.9e-08M*,i,-6%,i,1.3e-08M*,-1.4%,6%,i,1.0%,1%
c1nc(N2CCOCC2)c2cc(-c3ccoc3)ccc2n1,-8%,i,?,43%[activator],i,i,0.4%,8%,i,-0.8%,-3%
Cc1ccc2cc(CN(Cc3ccco3)C(=O)NCc3ccccc3)c(=O)[nH]c2c1C,-9%,i,i,24%,i,i,-0.3%,?,i,-0.7%,-1%
Cc1ccc2c(c1)nnn2C1CCN(C(=O)NC23CC4CC(CC(C4)C2)C3)CC1,0%,i,?,11%,i,i,-1.8%,2%,i,0.3%,1%
COc1cc(C)nc(NCc2ccccc2)n1,-2%,i,?,2%,i,i,-1.8%,13%,i,-1.0%,0%
Cc1cc(SCC(=O)N2CCCC2)nc2ccccc12,0%,i,i,0%,i,i,1.2%,17%,i,-0.3%,0%
O=C1c2ccccc2C(=O)N1CCSc1nnc(-c2ccco2)n1Cc1ccccc1,0%,i,?,1%,i,i,20%,?,i,2.8%,3%
CCOC(=O)CCCNC(=O)CCNC(=O)c1ccc(OC)cc1,0%,.,.,3%,.,.,0.5%,11%,.,0.9%,-1%
CCCCN(CC)S(=O)(=O)c1ccc(C(=O)Nc2nnc(COC)o2)cc1,3%,i,i,8%,i,i,-0.3%,13%,i,-0.3%,1%
CCCc1cc(C(=O)Nc2sc(C)c(CC)c2C#N)no1,-1%,.,.,.,.,.,-0.9%,24%,.,-1.5%,-6%
CN1C(=O)/C(=C2/C=CC=CN2C)OC1=S,0%,.,.,-6%[7.66 µM],.,.,-1.1%,10%[11.4 µM],.,-0.6%,-2%
COc1ccc(CCNC(=O)c2cc(-c3ccccc3OC)on2)cc1OC,-1%,i,i,14%,i,i,1.7%,18%,i,-1.5%,-4%
O=C(CCN1C(=O)C2C3C=CC(C3)C2C1=O)Nc1ccc(F)cc1 (stereo unspecified),0%,i,i,1%,i,i,-2.4%,?,i,0.5%,-1%
CS(=O)(=O)N(CC(=O)NCc1ccco1)c1cc(C(F)(F)F)ccc1Cl,0%,.,.,7%[7.66 µM],.,.,-1.0%,2%[11.4 µM],.,-0.6%,0%
Cc1ccc(C)c(Cn2nnc3c(=O)[nH]c(C4CCCN(C(=O)CC(C)C)C4)nc32)c1 (stereo unspecified),-1%,i,i,21%,i,i,18%,27%,i,-0.9%,-3%
O=C1CCC(=O)N1CN(C(=O)c1ccco1)c1ccccc1,0%,?,i,0%,i,i,-0.8%,5%,i,0.1%,-1%
CCN(CC)S(=O)(=O)c1ccc(C(=O)OCn2nnc3ccccc3c2=O)cc1,-5%,i,?,2%,i,i,0.5%,28%,i,0.8%,-2%
c1csc(-c2nn3c(Cn4cnc5ccccc54)nnc3s2)c1,1%,i,i,9%,i,i,4.2%,9%,i,-1.3%,0%
O=C(CCN1CCCCC1)NCC1OCCc2ccccc21 (stereo unspecified),-1%,i,?,-6%,i,i,-3.4%,8%,i,1.0%,2%
O=c1c2ccccc2sc2c(CO)ccc(NCCN3CCCCC3)c12,-3%[11.5 µM],i,?,.,i,i,0.1%[15.4 µM],21%[11.4 µM],i,0.8%[15.4 µM],1%[11.5 µM]
COc1cccc(Oc2ccc(N)cc2)c1,-1%,i,i,0%,i,i,-0.9%,1%,i,1.5%,-1%
COC(=O)c1ccc(OC(=O)c2ccc(OCc3c(C)noc3C)c(OC)c2)cc1,-1%,2.9e-07M*,?,0%,i,1.9e-07M*,-1.1%,5%,i,1.5%,-2%
COc1ccc(OC)c(NC(=O)CCN2CCN(Cc3ccccc3)CC2)c1,1%,i,i,9%,i,i,-1.5%,16%,i,-1.1%,1%
CCc1cccc(NC(=O)NC2CCCCC2)c1,0%,i,i,-2%,i,i,-0.7%,16%,i,0.3%,0%
Cc1ccc(CN2CCN(C(=O)CCN3C(=O)c4ccccc4C3=O)CC2)cc1,-2%,.,.,.,.,.,-1.6%,-3%,.,-0.6%,1%
O=C(CN1CCc2ccccc21)Nc1ccc2c(c1)OCO2,-3%,i,i,20%,i,i,-1.6%,-17%,i,0.6%,1%
COCCCNC(=O)C1CC(=O)N(c2ccc(C)cc2)C1 (stereo unspecified),1%,i,i,-6%,i,i,-4.5%,-2%,i,-0.9%,0%
CCc1cccc2c3c([nH]c12)[C@@](CC)(CC(=O)O)OCC3,-3%[25.7 µM],i,i,18%[17.1 µM],i,i,-1.3%[34.4 µM],-1%[25.6 µM],i,-0.5%[34.4 µM],-3%[25.7 µM]
CN(C)C=Nc1ncc2c3ccccc3n(Cc3ccccc3)c2c1C#N,-3%,4.2e-07M*,i,33%[activator],i,3.9e-07M*,0.0%,32µM*,i,0.6%,-3%
CCOC(=O)N1CCC(C(N)=O)CC1,0%,i,i,1%,i,i,-0.1%,5%,i,0.9%,2%
CC(C)C(=O)Nc1ccc(Nc2ccccc2)cc1,1%,.,.,-4%,.,.,-4.0%,-9%,.,0.2%,-2%
COc1ccc(CNC(=O)c2cccc3c2C(=O)N(Cc2cccnc2)C3)cc1,-1%,?,i,23%,?,?,0.9%,4%,i,-0.4%,1%
Cc1csc2ncc(C(=O)Nc3ccc(C(F)(F)F)cc3)c(=O)n12,2%,.,.,.,.,.,-0.6%,2%,.,-2.2%,-3%
CC1(C)CC(=O)c2sc(N)nc2C1,0%,i,?,-2%,i,i,-3.1%,3%,i,-0.7%,-1%
O=C(O)c1cc(S(=O)(=O)Nc2ccc3oc(=O)sc3c2)ccc1O,0%,i,?,-5%,i,i,0.1%,17%,i,0.5%,-3%
O=C(Nc1ccc(Cl)cc1C(=O)Nc1ccccn1)c1ccco1,-1%,i,i,12%,i,i,-0.6%,49%,i,-1.2%,-2%
Cc1c(C(=O)OCC(=O)N(CCC#N)c2ccccc2)oc2c1ccc1ccccc12,3%,1.4e-08M*,?,18%,i,?,1.5%,13%,i,-1.4%,1%
Cn1cccc1Cc1nnc(SCC(=O)N2CCOCC2)n1CCc1ccccc1,-1%,.,.,.,.,.,-2.6%,3%,.,-1.2%,1%
COC(=O)C/C=C\[C@@H](C)[C@@H](/C=N\O[C@@H](C)CN1CCCc2nc(C)c(C)cc21)NS(=O)(=O)c1ccc(C)cc1,-9%[11.5 µM],.,.,.,.,.,-0.9%[15.4 µM],14%[11.4 µM],.,1.9%[15.4 µM],-12%[11.5 µM]
CNc1ncncc1-c1ccccc1OC,-2%,i,?,2%,i,i,-0.1%,9%,i,1.3%,-2%

# Among those listed so far, seven have a furan ring, fused or not.
canonical_smiles,Casp7 inh,A350 fluor,Fluorescein autfl,USP2a inh,Texas Red fluor,4-MU autofl,BRCT PPI green,HEK293 cAMP cs,Rhodamine autofl,BRCT inh red,Caspase-1 inhib
c1nc(N2CCOCC2)c2cc(-c3ccoc3)ccc2n1,-8%,i,?,43%[activator],i,i,0.4%,8%,i,-0.8%,-3%
Cc1ccc2cc(CN(Cc3ccco3)C(=O)NCc3ccccc3)c(=O)[nH]c2c1C,-9%,i,i,24%,i,i,-0.3%,?,i,-0.7%,-1%
O=C1c2ccccc2C(=O)N1CCSc1nnc(-c2ccco2)n1Cc1ccccc1,0%,i,?,1%,i,i,20%,?,i,2.8%,3%
CS(=O)(=O)N(CC(=O)NCc1ccco1)c1cc(C(F)(F)F)ccc1Cl,0%,.,.,7%[7.66 µM],.,.,-1.0%,2%[11.4 µM],.,-0.6%,0%
O=C1CCC(=O)N1CN(C(=O)c1ccco1)c1ccccc1,0%,?,i,0%,i,i,-0.8%,5%,i,0.1%,-1%
O=C(Nc1ccc(Cl)cc1C(=O)Nc1ccccn1)c1ccco1,-1%,i,i,12%,i,i,-0.6%,49%,i,-1.2%,-2%
Cc1c(C(=O)OCC(=O)N(CCC#N)c2ccccc2)oc2c1ccc1ccccc12,3%,1.4e-08M*,?,18%,i,?,1.5%,13%,i,-1.4%,1%

# Not all compounds are listed. The share of hits here may be higher or lower than overall.
